# Screening data from PubChem BioAssay.
# STK33 inh: STK33 kinase inhibitors, primary screen, biochemical, luminescence, ADP-Glo, MBP substrate | hit rate 0.44% among 27,000 | inhibition, % at 12.5 µM; in the data active = inhibition above about 20%
# Target sequence (Q9BYT3 whole entry, looked up): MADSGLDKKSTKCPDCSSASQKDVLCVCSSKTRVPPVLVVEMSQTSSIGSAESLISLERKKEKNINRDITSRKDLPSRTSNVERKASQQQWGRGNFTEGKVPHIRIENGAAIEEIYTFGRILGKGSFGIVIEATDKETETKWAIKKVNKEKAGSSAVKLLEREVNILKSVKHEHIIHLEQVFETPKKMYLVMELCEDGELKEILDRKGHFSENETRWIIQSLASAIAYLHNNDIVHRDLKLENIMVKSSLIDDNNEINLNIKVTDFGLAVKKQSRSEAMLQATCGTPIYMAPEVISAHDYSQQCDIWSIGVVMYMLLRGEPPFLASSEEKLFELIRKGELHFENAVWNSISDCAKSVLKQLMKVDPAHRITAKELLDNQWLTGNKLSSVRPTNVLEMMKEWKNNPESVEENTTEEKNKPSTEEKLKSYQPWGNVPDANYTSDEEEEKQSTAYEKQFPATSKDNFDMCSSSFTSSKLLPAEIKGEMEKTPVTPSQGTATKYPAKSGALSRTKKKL
# p53 PUMA act: mutant p53 pathway re-activators, primary screen, cell-based, SW480, luciferase, single point, HTS; SW480 PUMA-promoter luciferase, p53 mutant reactivation; hit rate 1.5% among 28,000; activation, % at 9.98 µM; in the data active = activation above about 52%
# * marks the source's active call; other numbers are inactive results; x = no result given. Some of the compounds tested. The share of hits here may be higher or lower than overall.
SMILES,STK33 inh,p53 PUMA act
C[C@H](CO)N1C[C@H](C)[C@@H](CN(C)CC2CC2)Oc2c(NS(=O)(=O)c3ccc(Cl)cc3)cccc2C1=O,x,1
C[C@@H]1CN([C@H](C)CO)C(=O)c2cccc(NS(=O)(=O)c3cn(C)cn3)c2O[C@H]1CN(C)Cc1ccc(Oc2ccccc2)cc1,x,4
COc1ccc(-c2oc(NC(=O)Cc3ccc(OC)c(OC)c3)c(C#N)c2-c2ccc(OC)cc2)cc1,0,-7
O=C(O)/C=C/CCCCCCCC(=O)O,-1,x
COc1ccc(S(=O)(=O)N(C)CC(=O)Nc2c(C)cc(C)cc2C)cc1,0,-11
Cc1ccc(S(=O)(=O)N(C)C[C@H]2Oc3ccc(NC(=O)Nc4cccc5ccccc45)cc3CC(=O)N([C@@H](C)CO)C[C@@H]2C)cc1,4,x
COc1ccc(CC(=O)Nc2ccc(O)cc2C(=O)O)cc1OC,-2,12
COc1ccc(S(=O)(=O)Nc2ccc3c(c2)CC(=O)N([C@H](C)CO)C[C@H](C)[C@@H](CN(C)CC2CC2)O3)cc1,x,8
COc1ccc(NC(=O)Nc2ccc3c(c2)C(=O)N([C@H](C)CO)C[C@H](C)[C@H](CN(C)Cc2ccc(Oc4ccccc4)cc2)O3)cc1,0,x
C=C1CCC2C(C)(C)C(O)CCC2(C)C1CC/C(C)=C/C(=O)O (stereo not drawn),1,x
CC1(C)Cc2c(sc3nc(SCc4ccccc4)nc(NCc4ccco4)c23)CO1,-3,4
COC(=O)c1cccc(NC(=O)CSc2nc(=O)cc(N)n2-c2ccccc2)c1,-5,-19
C[C@H](CO)N1C[C@H](C)[C@@H](CN(C)C(=O)NC2CCCCC2)Oc2ccc(NC(=O)Nc3ccccc3)cc2C1=O,-7,8
Cn1c(SCC(=O)Nc2ccc(Br)cc2Cl)nnc1-c1cccc([N+](=O)[O-])c1,-5,-3
C[C@@H]1CN([C@H](C)CO)C(=O)Cc2cc(NC(=O)Cn3cnnn3)ccc2O[C@H]1CN(C)Cc1ccc2c(c1)OCO2,2,x
O=C(O)C12CC3CC(C1)CC(n1ncc(NCc4ccc(F)cc4)c(Cl)c1=O)(C3)C2,x,1
COC(=O)c1ccccc1NC(=O)c1cccc(NC(=O)COc2cc(C)c(Cl)c(C)c2)c1C,-1,1
C[C@H]1CN([C@@H](C)CO)C(=O)Cc2cc(NC(=O)Nc3ccccc3)ccc2O[C@@H]1CN(C)CC1CC1,1,5
Cc1noc(C)c1NC(=O)Nc1ccc2c(c1)C(=O)N([C@H](C)CO)C[C@H](C)[C@H](CN(C)C(=O)NC(C)C)OCCCC[C@H](C)O2,x,10
CN1C(=O)N(C)C(=O)C(CCc2ccncc2)(C2(C#N)CCCCC2)C1=O,x,15

# An excerpt from above in order of formula weight, smallest number first.
SMILES,STK33 inh,p53 PUMA act
C=C1CCC2C(C)(C)C(O)CCC2(C)C1CC/C(C)=C/C(=O)O (stereo not drawn),1,x
CN1C(=O)N(C)C(=O)C(CCc2ccncc2)(C2(C#N)CCCCC2)C1=O,x,15
O=C(O)C12CC3CC(C1)CC(n1ncc(NCc4ccc(F)cc4)c(Cl)c1=O)(C3)C2,x,1
Cn1c(SCC(=O)Nc2ccc(Br)cc2Cl)nnc1-c1cccc([N+](=O)[O-])c1,-5,-3
COc1ccc(-c2oc(NC(=O)Cc3ccc(OC)c(OC)c3)c(C#N)c2-c2ccc(OC)cc2)cc1,0,-7
C[C@@H]1CN([C@H](C)CO)C(=O)c2cccc(NS(=O)(=O)c3cn(C)cn3)c2O[C@H]1CN(C)Cc1ccc(Oc2ccccc2)cc1,x,4

# The list continues.
SMILES,STK33 inh,p53 PUMA act
CCCC#Cc1cnc2c(c1)C(=O)N([C@@H](C)CO)C[C@H](C)[C@@H](CN(C)Cc1cccnc1)O2,x,-2
CS(=O)(=O)N(CC(=O)Nc1ccc(Cl)c(C(F)(F)F)c1)c1cccc(C(F)(F)F)c1,-9,-12
Nc1nc(SCC(=O)Nc2ccc(F)cc2)n[nH]1,0,1
Cc1ccnc(NS(=O)(=O)c2ccc(NC(=O)c3ccc(Cl)cc3Cl)cc2)n1,-3,2
C[C@H](CO)N1C[C@H](C)[C@H](CN(C)CC2CC2)Oc2c(NC(=O)Nc3ccc(C(F)(F)F)cc3)cccc2C1=O,x,14
COc1cc(S(C)=O)ccc1-c1nc2ncccc2[nH]1 (stereo not drawn),6,x
C[C@H]1CN([C@@H](C)CO)C(=O)Cc2cc(NS(=O)(=O)c3ccc(Cl)cc3)ccc2O[C@@H]1CN(C)C(=O)Nc1ccc(C(F)(F)F)cc1,0,x
C[C@H](CO)N1C[C@H](C)[C@H](CN(C)Cc2ccccc2)OCCCC[C@H](C)Oc2ccc(NS(=O)(=O)c3ccccc3)cc2C1=O,x,1
C[C@H](CO)N1C[C@H](C)[C@H](CN(C)S(=O)(=O)c2ccccc2)Oc2ncc(-c3ccc(F)cc3)cc2C1=O,0,x
Cc1noc(C)c1NC(=O)Nc1ccc2c(c1)C(=O)N([C@H](C)CO)C[C@H](C)[C@@H](CN(C)CC1CC1)OCCCC[C@@H](C)O2,-1,x
COCCOC(=O)N1C(=O)[C@@]2(c3cc(C#Cc4ccc(OC)cc4)ccc31)[C@H](C(=O)N1CCN(c3ncccn3)CC1)[C@H]1C(=O)O[C@H](c3ccccc3)[C@H](c3ccccc3)N1[C@@H]2c1ccccc1OCCO,14,x
CC(C)NC(=O)Nc1cccc2c1O[C@@H](CN(C)Cc1ccc(Oc3ccccc3)cc1)[C@@H](C)CN([C@@H](C)CO)C2=O,x,-7
COc1ccc(S(=O)(=O)N(C)C[C@H]2Oc3c(NS(=O)(=O)c4ccccc4)cccc3C(=O)N([C@H](C)CO)C[C@@H]2C)cc1,x,3
CC(C)NC(=O)N(C)C[C@@H]1Oc2cc(C#CC(C)(C)O)ccc2S(=O)(=O)N([C@@H](C)CO)C[C@H]1C,x,4
C[C@@H]1CN([C@@H](C)CO)C(=O)c2cc(NS(=O)(=O)c3ccc(Cl)cc3)ccc2O[C@@H]1CN(C)C(=O)Nc1ccc(C(F)(F)F)cc1,0,x
COc1ccc(CNC(=O)N(C)C[C@@H]2OCc3ccccc3-c3c(n(C)c4ccccc34)C(=O)N([C@H](C)CO)C[C@H]2C)cc1,x,-11
COCCCNCCn1cnc2c(N)ncnc21,-8,1
COc1ccc(NC(=O)Nc2ccc3c(c2)CC(=O)N([C@H](C)CO)C[C@@H](C)[C@H](CN(C)S(C)(=O)=O)O3)cc1,9,x
Cc1ccc(S(=O)(=O)Nc2ccc3c(c2)C(=O)N([C@H](C)CO)C[C@H](C)[C@@H](CN(C)Cc2ccccc2)OCCCC[C@@H](C)O3)cc1,5,x
C[C@@H]1CN([C@H](C)CO)C(=O)c2cc(C3=CCCC3)cnc2O[C@@H]1CN(C)S(=O)(=O)c1cn(C)cn1,x,17
O=c1cc(Oc2ccc(O)cc2)oc2cc(O[C@@H]3O[C@H](CO[C@@H]4O[C@H](CO)[C@@H](O)[C@H](O)[C@H]4O)[C@@H](O)[C@H](O)[C@H]3O)cc(O)c12,4,6
O=C(CSc1nc(-c2ccccc2)cc(C(F)(F)F)n1)c1ccccc1,-5,7
Cc1nnc(SCC(=O)Nc2ccc(Cl)cc2Cl)[nH]c1=O,-7,-5
C[C@@H]1CCCCO[C@H](CN(C)C(=O)Nc2cccc3ccccc23)[C@@H](C)CN([C@H](C)CO)C(=O)c2cc(NS(=O)(=O)c3ccc(Cl)cc3)ccc2O1,2,x
COc1ccc(-[n+]2cc(=O)o[nH]2)cc1,x,21
Cc1ccnc(SCC(=O)Nc2ccccc2C)n1,1,-2
O=C(CSc1nc2ccccc2c(=O)n1-c1ccccc1)Nc1cccc([N+](=O)[O-])c1,-1,15
COc1ccc(CN(C)C[C@@H]2Oc3c(NS(=O)(=O)c4ccc(OC)cc4)cccc3C(=O)N([C@@H](C)CO)C[C@@H]2C)cc1,x,4
O=C(CSc1nnc(-c2ccccc2F)n1-c1ccccc1)Nc1ccccc1C(F)(F)F,0,-12
CC(=O)c1ccc(NC(=O)C(C)N2C(=O)C3C4C=CC(C5CC45)C3C2=O)cc1 (stereo not drawn),6,29
C[C@H](CO)N1C[C@H](C)[C@H](CN(C)C(=O)Nc2ccccc2)Oc2ccc(NS(=O)(=O)c3cn(C)cn3)cc2CC1=O,-3,x
C[C@@H]1CN([C@@H](C)CO)C(=O)CCCn2cc(nn2)CO[C@@H]1CN(C)C(=O)Nc1cccc(Oc2ccccn2)c1,5,12
C[C@@H]1CN([C@H](C)CO)C(=O)Cc2cc(NC(=O)C3CC3)ccc2O[C@@H]1CN(C)Cc1ccccc1,0,x
C[C@H](CO)N1C[C@H](C)[C@H](CN(C)S(=O)(=O)c2ccc3ccccc3c2)OCc2cn(nn2)CCCC1=O,-1,3
COc1ccc(S(=O)(=O)N(C)C[C@H]2OCc3cnnn3CCCC(=O)N([C@@H](C)CO)C[C@H]2C)cc1,-2,x
C[C@H](CO)N1C[C@H](C)[C@@H](CN(C)C(=O)Nc2ccc(C(F)(F)F)cc2)OCc2cnnn2CCCC1=O,2,x
C[C@H]1CN([C@@H](C)CO)C(=O)CCCn2cc(nn2)CO[C@@H]1CN(C)Cc1ccc(Cl)c(Cl)c1,-4,-3
C=C1C(=O)O[C@H]2C[C@H](C)[C@@H]3CC(=O)C(C)=C3C[C@H]12,1,x
O=S(=O)(NC1CCCCC1Sc1nnc(Nc2ccccc2)s1)c1ccccc1 (stereo not drawn),3,-10
CC(C)NC(=O)N(C)C[C@@H]1Oc2ccc(NC(=O)CCC(F)(F)F)cc2C(=O)N([C@@H](C)CO)C[C@@H]1C,0,4
C[C@@H]1CN([C@@H](C)CO)C(=O)CCCn2cc(nn2)CO[C@H]1CN(C)S(=O)(=O)c1ccccc1C#N,-3,x
CC1=C(C(=O)Nc2ccccc2)C(c2ccccn2)n2ncnc2N1 (stereo not drawn),1,-9
COc1ccc(S(=O)(=O)Nc2ccc3c(c2)CC(=O)N([C@H](C)CO)C[C@@H](C)[C@H](CN(C)Cc2ccccc2)O3)cc1,1,x
CC(C)NC(=O)Nc1ccc2c(c1)C(=O)N([C@@H](C)CO)C[C@H](C)[C@@H](CN(C)C(=O)Nc1cccc3ccccc13)O2,0,x
C[C@@H]1CN([C@H](C)CO)C(=O)c2cccc(NC(=O)c3nc4ccccc4s3)c2O[C@H]1CN(C)Cc1ccncc1,x,1
C[C@H](CO)N1C[C@H](C)[C@H](CN(C)C(=O)Nc2ccccc2)Oc2ccc(NC(=O)Nc3ccccc3)cc2CC1=O,-2,-1
Cn1ccc2cc(NC(=O)Nc3cccnc3)ccc21,x,80*
C[C@H](CO)N1C[C@H](C)[C@H](CN(C)S(=O)(=O)c2ccc(F)cc2)Oc2ncc(C#Cc3cccc(F)c3)cc2C1=O,0,x
COc1cccc(NC(=O)Cn2cnc3c(sc4nc5c(cc43)COC(C)(C)C5)c2=O)c1,-3,16
O=C1NC(c2cccc([N+](=O)[O-])c2)=CCN1c1ccccc1O,x,5
C[C@@H]1CN([C@H](C)CO)C(=O)Cc2cc(NS(=O)(=O)c3cn(C)cn3)ccc2O[C@@H]1CN(C)C(=O)Nc1ccc2c(c1)OCO2,2,x
Cn1c(SCC(=O)Nc2ccc(C(=O)O)cc2)nnc1-c1ccc(Br)cc1,1,3
COc1ccc(S(=O)(=O)Nc2cccc3c2O[C@H](CN(C)C)[C@H](C)CN([C@H](C)CO)C3=O)cc1,x,2
C[C@@H]1CCCCO[C@@H](CN(C)C(=O)CCCN(C)C)[C@@H](C)CN([C@H](C)CO)C(=O)c2cc(NS(C)(=O)=O)ccc2O1,1,x
CC1(C)Cc2c(sc3c2c(=O)n(-c2cccc(Cl)c2)c2nnc(SCC(=O)Nc4cccc(Cl)c4)n32)CO1,-3,4
COc1ccc(NC(=O)N(C)C[C@H]2OCCCC[C@@H](C)Oc3ccc(NC(=O)Nc4c(C)noc4C)cc3C(=O)N([C@H](C)CO)C[C@@H]2C)cc1,-2,x
CC1=NN(c2cc(Cl)cc(Cl)c2)C(=O)CC1,x,8
O=C(COc1ccccc1)Nc1cccc2nsnc12,1,18
O=C(NCCn1cc(Cl)cn1)Nc1cccc(Cl)c1Cl,0,24
Cc1noc(C)c1NC(=O)N(C)C[C@@H]1Oc2ncc(C#CCN(C)C)cc2C(=O)N([C@@H](C)CO)C[C@@H]1C,x,6

# Quoted from the entries so far, two compounds:
SMILES,STK33 inh,p53 PUMA act
O=C(NCCn1cc(Cl)cn1)Nc1cccc(Cl)c1Cl,0,24
Cc1noc(C)c1NC(=O)N(C)C[C@@H]1Oc2ncc(C#CCN(C)C)cc2C(=O)N([C@@H](C)CO)C[C@@H]1C,x,6

# (next part)
SMILES,STK33 inh,p53 PUMA act
CC(C)NC(=O)Nc1ccc2c(c1)CC(=O)N([C@@H](C)CO)C[C@H](C)[C@@H](CN(C)S(=O)(=O)c1cccs1)O2,5,x
Cn1nnnc1SCC(=O)Nc1ccc(F)cc1,-1,0
O=C(C[C@H]1C[C@@H]2c3cc(NS(=O)(=O)c4ccccc4)ccc3O[C@@H]2[C@@H](CO)O1)N1CCOCC1,x,16
COc1ccc(NC(=O)N(C)C[C@@H]2Oc3ccc(NC(=O)Cn4cnnn4)cc3C(=O)N([C@@H](C)CO)C[C@H]2C)cc1,x,14
